Screening data as filed in PubChem BioAssay.
S1P4 antagonist: antagonists of human S1P4 receptor. inhibition, % at 4.98 µM. hit rate 0.26% among 220,000. S1P4-expressing cells, antagonist mode, reporter read-out. O95977. AID 1510; in the data active means inhibition above about 29%;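 further: 0% = wells stimulated with agonist and 100% = vehicle wells without agonist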
NPY-Y2 PAM-ag: potentiates or activates human NPY-Y2 receptor | AID 1359 | activation, % at 3.6 µM | P49146 | hit rate 0.45% among 220,000 | cells expressing NPY-Y2, potentiator/agonist read-out; in the data active means activation above about 27%;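 further: cells stimulated with NPY near EC25 plus isoproterenol at EC100; 0% = vehicle plus submaximal agonist and 100% = vehicle plus saturating agonist; some results beyond the cut were filed as inactive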
TRPML3 agonist: agonists of human TRPML3 channel; HEK293 TRPML3-YFP, Fluo-8 calcium fluorescence; 100% = the carbachol control signal; activation, % at 3 µM; hit rate 0.29% among 220,000;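 active means activation above its plate's cutoff, the mean activation of the plate's test wells plus 3 SD, cut at about 12% in these data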;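 further: 0% = DMSO only wells and 100% = carbachol wells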
Target sequence (Q8TDD5 whole entry, looked up): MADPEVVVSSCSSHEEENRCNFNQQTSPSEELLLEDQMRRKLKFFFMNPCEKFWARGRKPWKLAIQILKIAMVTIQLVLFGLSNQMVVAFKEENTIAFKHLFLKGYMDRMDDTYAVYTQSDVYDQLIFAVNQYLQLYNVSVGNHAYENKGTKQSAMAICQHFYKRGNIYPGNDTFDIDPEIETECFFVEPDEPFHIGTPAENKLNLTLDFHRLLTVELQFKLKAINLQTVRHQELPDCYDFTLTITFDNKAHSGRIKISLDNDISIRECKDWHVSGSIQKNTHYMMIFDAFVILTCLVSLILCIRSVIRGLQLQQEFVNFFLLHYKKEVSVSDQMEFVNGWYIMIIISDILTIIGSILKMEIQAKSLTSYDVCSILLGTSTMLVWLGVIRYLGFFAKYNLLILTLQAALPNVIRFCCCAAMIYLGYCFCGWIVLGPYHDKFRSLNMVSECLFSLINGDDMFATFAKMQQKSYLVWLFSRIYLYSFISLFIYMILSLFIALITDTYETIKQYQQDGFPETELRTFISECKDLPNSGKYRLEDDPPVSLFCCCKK
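Material: TRPML3-YFP stable HEK293 cells | Dosing: One concentration, 3 µM nominal, 0.3% DMSO | Timing: 125 s total fluorescence read per well | Technique: Fluo-8 calcium dye fluorescence, ex 470-495, em 515-575 nm | Measure: Percent activation from peak-to-basal fluorescence ratio, scaled between DMSO and carbachol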
S1P4 ag: agonists of human S1P4 receptor; activation, % at 4.98 µM; S1P4-expressing cell line, agonist reporter assay; O95977; hit rate 0.35% among 220,000; AID 1509; in the data active means activation above about 11%;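 further: 0% = DMSO vehicle and 100% = reference agonist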
CHOP inh: CHOP inhibition in unfolded protein response; CHO-K1 CHOP-promoter luciferase, tunicamycin-induced, 15-18 h; inhibition, % at 10 µM; AID 2732; hit rate 3.8% among 220,000;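 active means compounds that reduced the stress-induced luciferase reporter signal by more than about 70% of percent inhibition, limit read from the data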;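 further: 0% = tunicamycin plus vehicle and 100% = wells without tunicamycin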
EP2 mod: EP2 receptor (human) modulation | P43116 | EP2-expressing cells, cAMP HTRF FRET, PGE2 co-stimulation | induction, % at 25 µM | AID 940 | hit rate 0.83% among 260,000;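 active means compounds whose cAMP rise, as percent of the full-agonist control response, exceeds 60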;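 further: rat C6 glioma line stably carrying human EP2 under a CMV promoter; the protocol text gives 20 µM as final concentration; 100% = response of wells given 1 µM PGE2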
NPY Y1 blocker: antagonists of human neuropeptide Y receptor Y1; P25929; HEK293-CNG Y1 cells, membrane potential fluorescence; NPY at EC95, then isoproterenol; inhibition, % at 3.6 µM; hit rate 1% among 200,000;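 active means inhibition above the campaign mean inhibition of all tested compounds plus 3 SD, cut at about 20% in these data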;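 further: 0% = DMSO wells given NPY plus isoproterenol and 100% = isoproterenol alone without NPY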
Target sequence (P25929 whole entry, looked up): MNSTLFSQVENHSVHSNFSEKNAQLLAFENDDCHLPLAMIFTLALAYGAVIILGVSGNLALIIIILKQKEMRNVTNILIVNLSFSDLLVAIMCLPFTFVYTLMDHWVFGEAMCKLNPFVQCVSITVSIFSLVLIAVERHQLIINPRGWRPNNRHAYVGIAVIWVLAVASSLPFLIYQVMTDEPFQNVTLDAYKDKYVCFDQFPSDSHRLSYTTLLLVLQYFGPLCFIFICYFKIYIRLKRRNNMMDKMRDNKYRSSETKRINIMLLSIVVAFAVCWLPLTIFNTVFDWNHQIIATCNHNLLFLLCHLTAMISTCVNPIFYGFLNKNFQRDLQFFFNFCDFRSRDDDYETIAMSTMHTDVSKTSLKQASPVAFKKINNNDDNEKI
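System: HEK293 cells with Y1 receptor plus CNG channel / Probe or stimulus: NPY 25 nM then isoproterenol 1 µM plus Ro 20-1724 25 µM / Compound: one concentration, 3.6 µM, in 0.4% DMSO / Schedule: compound incubation 1 h at room temperature, readout 45 min post-stimulation / Measured by: membrane potential fluorescence / Read-out: % inhibition of NPY effect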
NPY-Y1 PAM-ag: potentiates or activates human NPY-Y1 receptor. activation, % at 3.6 µM. NPY-Y1 expressing cells, potentiator/agonist activation. P25929. hit rate 0.37% among 220,000; in the data active means activation above about 33%, passing the limit was not always enough;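 further: cells stimulated with NPY at EC10 then isoproterenol at EC100; 0% = low agonist plus stimulus and 100% = saturating agonist plus stimulus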
TRPN1 ag: activates the zebrafish TRPN1 channel. HEK293 zebrafish TRPN1-YFP, Fluo-8 calcium fluorescence; 100% = response to 87 µM carbachol. activation, % at 3 µM. hit rate 0.18% among 220,000. AID 1424;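 active means activation above its plate's cutoff, the mean activation of test wells on that plate plus 3 SD, cut at about 19% in these data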;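 further: 0% = DMSO alone and 100% = 87 µM carbachol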
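System: zebrafish TRPN1-YFP in HEK293 cells / Dosing: 3 µM single point / Timing: dye loading 1 h at 37 °C, then 30 min room temperature / Signal: Fluo-8 calcium fluorescence, excitation 470-495 nm, emission 515-575 nm / Read-out basis: percent activation from peak over basal fluorescence ratio, control-normalized / Control set: high carbachol 87 µM, low DMSO alone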
An asterisk follows results filed as active; x = not tested or not shown; & = joins results of further samples.

Value order: S1P4 antagonist	NPY-Y2 PAM-ag	TRPML3 agonist	S1P4 ag	CHOP inh	EP2 mod	NPY Y1 blocker	NPY-Y1 PAM-ag	TRPN1 ag
Nc1nc2ccccc2n1C(=O)c1ccco1
 : 1	6	0.3	-2.2	-17	14	-5	2	1.4
O=C(Nc1cc(S(=O)(=O)N2CCCCC2)ccc1N1CCOCC1)c1cc(=O)[nH]c2ccccc12
 : -11	-6	0.0	-1.4	-7	25	x	14	1.4
CCOC(=O)C1C(=O)NC(N2CCCCC2)=NC1c1ccccc1 (stereo not given)
 : -8	4	0.7	-1.0	16	22	-3	5	3.5
COc1ccc(CCNc2oc(-c3ccccc3OC)nc2C#N)cc1OC
 : -33	-16	-0.4	2.9	-37	-57	-2	0	1.3
O=S(=O)(c1ccc(Cl)c2ccccc12)N1CCCC1
 : 11	-14	8.6	-0.2	27	29&20	7	-1	-2.6
COc1ccccc1/C=C(/C#N)C(=O)O
 : -4	-8	0.9	1.4	14	7	x	-21	0.3
N/C(=N\OC(=O)c1ccccc1Cl)c1ccc(Cl)cc1
 : 6	-12	2.5	-1.5	-13	13	0	-16	1.6
COc1cc(CNc2ccccc2SC)cc(OC)c1OC
 : -14	-3	-0.4	-2.5	8	22	8	-8	0.2
COc1cc(OC)cc(-c2nnc(SCC(=O)Nc3cc(C)on3)o2)c1
 : -9	25	0.8	1.0	x	x	10	16	0.7
COc1ccc(N2C(=O)CC(Sc3nc4ccccc4s3)C2=O)cc1OC (stereo not given)
 : -13	-1	-0.1	2.0	-13	17	-2	-3	1.0
CCCCNC(=O)C1CCN(S(=O)(=O)N2CCOCC2)CC1
 : 9	-16	-0.5	-1.7	-14	6	1	3	0.0
CCC(C)(C(=O)NC1CCCC1)N(C(=O)c1cnccn1)c1ccccc1 (stereo not given)
 : -24	-6	-0.3	-0.2	10	15	4	1	0.3
O=C(/C=C\Nc1ccccc1Br)c1ccc2c(c1)OCO2
 : -8	-27	0.7	0.9	27	2	10	-44	0.1
COc1ccc(NC(=S)N(CCCN2CCOCC2)C(C)c2cc3cccc(OC)c3o2)cc1 (stereo not given)
 : -2	-1	0.3	-1.0	16	25	1	-8	-0.9
Cc1ccsc1C(=O)OCc1csc(-c2ccccc2)n1
 : -3	-16	0.2	-0.1	46	-9	11	-39	-1.3

Value order: S1P4 antagonist	NPY-Y2 PAM-ag	TRPML3 agonist	S1P4 ag	CHOP inh	EP2 mod	NPY Y1 blocker	NPY-Y1 PAM-ag	TRPN1 ag
Cc1c(NS(=O)(=O)c2ccc(Cl)c(C(=O)OC(C)C(=O)N3CCOCC3)c2)c(=O)n(-c2ccccc2)n1C (stereo not given)
 : 5	-10	-0.6	1.1	-7	-34	2	9	-0.7
CN(Cc1ccon1)Cc1cn(C)nc1-c1cccc(Cl)c1
 : -13	0	-0.1	-0.7	11	18	3	15	0.5
O=C(N/N=C/C=C/c1ccccc1)C1CC1c1ccccc1 (stereo not given)
 : -7	-30	0.6	-0.2	44	-43	10	-37	-1.5
CCOC(=O)c1[nH]c2cc3c(cc2c1NC(=O)CN1CCCC1)OCO3
 : 3	9	0.2	0.0	20	-12	x	13	0.3
CCCCCc1cc(O)c2c(C)cc(=O)oc2c1
 : -13	29	4.5	2.9	72*	-8	-6	37	13
Cc1ccc(CS(=O)(=O)Cc2ccc(C(=O)NCc3cccs3)o2)cc1
 : 10	-20	1.4	2.6	8	-13	3	0	4.3
O=c1cc(CNc2cc(C(F)(F)F)cc(C(F)(F)F)c2)nc2sccn12
 : 3	2	-0.5	-1.7	-20	12	6	0	-1.6
COC(=O)c1ccc(CSc2nnc(-c3c[nH]c4ccccc34)n2-c2ccccc2)cc1
 : -9	15	0.3	-0.1	33	6	-3	42	-0.3
Cc1nn2c(-c3ccc(Cl)cc3Cl)nnc2s1
 : -9	-1	-0.1	-2.0	37	-1	0	11	-1.0
O=C(Nc1ccc2ccccc2c1)c1cccnc1
 : -11	-6	0.3	-0.5	32	-48	-6	4	1.2
O=C(NCCCn1ccnc1)c1ccco1
 : -17	0	0.4	2.1	-31	7	0	-15	1.2
CCCCOCC(O)CCc1n[nH]c(=S)n1-c1ccccc1 (stereo not given)
 : -14	11	1.4	-0.3	14	42	-2	17	0.9
COCCCNC(=O)c1ccc(Cn2c(=O)c3ccccc3n(Cc3ccccc3C#N)c2=O)cc1
 : -88	-4	0.1	58*	6	22	6	-16	-0.1
C/C=C/COc1nc2c(c(=O)n(C)c(=O)n2C)n1C
 : -5	-2	-0.2	-1.7	2	14	1	-13	0.3
Cn1c(=O)n(Cc2ccccc2)c(=O)c2c1nc1n2CCCN1Cc1ccccc1
 : 17	4	-0.3	-1.2	46	-7	-6	-2	-1.0

Value order: S1P4 antagonist	NPY-Y2 PAM-ag	TRPML3 agonist	S1P4 ag	CHOP inh	EP2 mod	NPY Y1 blocker	NPY-Y1 PAM-ag	TRPN1 ag
O=C(CSc1nccc(=O)[nH]1)Nc1ccc(F)c(Cl)c1
 : -4	-4	1.1	0.1	18	15	5	-11	1.1
Cc1nnc2sc(SCc3ccc(Cl)cc3)nn2c1=O
 : -4	-6	0.0	-0.5	28	0	4	3	1.1
COc1cc(OC)cc(C(=O)NCC(=O)OCC(=O)C(C)(C)C)c1
 : -15	3	0.7	-1.0	-19	8	3	2	2.0
N#Cc1ccc(CSc2nnc(Nc3ccccc3)s2)cc1
 : 3	3	-0.3	-1.7	17	-66	9	-8	-1.1
CCC(=O)Nc1ccc(-c2nc(-c3ccccc3)n(CC(=O)N3CCCCC3)n2)cc1
 : -16	14	0.8	0.8	-5	-6	1	3	1.4
CN1CCN(C(CNS(=O)(=O)c2ccc(F)cc2)c2cccnc2)CC1 (stereo not given)
 : -11	11	0.6	0.3	20	17	-3	24	0.7
O=C(CCNC(=O)Cn1ccc2ccccc2c1=O)NCCN1CCc2ccccc2C1
 : -3	-2	0.7	-1.6	-6	12	-4	11	0.6
Cn1c2c(c(=O)n3ncnc13)CCCC2
 : 7	3	-0.3	0.3	3	22	x	-13	0.8
COCCCN(C(C)=O)c1nc(-c2ccccc2)cs1
 : 10	-1	-1.0	0.9	45	15	2	-6	-1.3
COc1ccc(/C=N/N2CCOCC2)cc1COc1ccc(Cl)cc1
 : -16	2	0.6	-1.1	47	10	1	-10	-1.5
C/C(=N\NC(=O)c1ccc(OC2OCCOC2Oc2ccc(C(=O)N/N=C(\C)c3ccncc3)cc2)cc1)c1ccncc1 (stereo not given)
 : 3	5	0.3	0.3	12	13	x	9	0.7
COc1ccc(CCNc2oc(COc3ccccc3F)nc2C#N)cc1OC
 : 2	-24	0.5	-1.1	26	-37	7	2	2.8
CC1=NN(/C(=N\c2nnc(C)s2)Nc2ccc(C)cc2)[C@H](c2ccc(C)cc2)S1
 : -1	-5	-0.3	-0.1	-10	43	1	6	-2.1
CCOc1cc(/C=N/NC(N)=O)cc(Br)c1OCC(=O)Nc1cccc2ccccc12
 : -8	-8	0.2	-2.0	-1	-48	1	-11	-0.7
Nc1c(C(=O)NCCc2ccccc2)nnn1Cc1ccc(Br)cc1F
 : -8	-5	0.1	1.2	27	-50	0	7	1.1

As a short view, part of the list above.
Value order: S1P4 antagonist	NPY-Y2 PAM-ag	TRPML3 agonist	S1P4 ag	CHOP inh	EP2 mod	NPY Y1 blocker	NPY-Y1 PAM-ag	TRPN1 ag
N#Cc1ccc(CSc2nnc(Nc3ccccc3)s2)cc1
 : 3	3	-0.3	-1.7	17	-66	9	-8	-1.1
CCC(=O)Nc1ccc(-c2nc(-c3ccccc3)n(CC(=O)N3CCCCC3)n2)cc1
 : -16	14	0.8	0.8	-5	-6	1	3	1.4
CN1CCN(C(CNS(=O)(=O)c2ccc(F)cc2)c2cccnc2)CC1 (stereo not given)
 : -11	11	0.6	0.3	20	17	-3	24	0.7
O=C(CCNC(=O)Cn1ccc2ccccc2c1=O)NCCN1CCc2ccccc2C1
 : -3	-2	0.7	-1.6	-6	12	-4	11	0.6
Cn1c2c(c(=O)n3ncnc13)CCCC2
 : 7	3	-0.3	0.3	3	22	x	-13	0.8
COCCCN(C(C)=O)c1nc(-c2ccccc2)cs1
 : 10	-1	-1.0	0.9	45	15	2	-6	-1.3

The listing continues:
Value order: S1P4 antagonist	NPY-Y2 PAM-ag	TRPML3 agonist	S1P4 ag	CHOP inh	EP2 mod	NPY Y1 blocker	NPY-Y1 PAM-ag	TRPN1 ag
Cc1cc(C)nc(SCC(=O)Nc2cccc(S(=O)(=O)N(C)C)c2)n1
 : -5	-7	1.1	0.8	-9	-14	-2	-1	1.9
COc1cc(NC(=O)c2ccccc2)c(OC)cc1Cl
 : 6	-9	0.1	1.3	4	-9	3	-41	-1.6
Cc1cccc(COCC(Cc2ccccc2)N2CCN(C(=O)c3cc(Cl)cc(Cl)c3)CCC2=O)c1 (stereo not given)
 : 13	-1	-0.1	0.5	43	33	8	-30	-1.3
COC(=O)c1ccccc1S(=O)(=O)N(Cc1cc2ccc(OC)cc2[nH]c1=O)CC1CCCO1 (stereo not given)
 : -28	17	0.8	-0.2	-20	10	-2	0	1.3
CCCCCCCN=CC1=C(O)CC(c2ccccc2)CC1=O (stereo not given)
 : -12	6	0.6	0.6	50	13	3	-8	-0.7
COc1ccc(C(=O)Nc2cnn(Cc3ccc(Cl)cc3)c2)cc1OC
 : -22	6	-0.6	-0.5	3	-74	5	-12	1.4
O=C(O)c1cc(O)ccc1-c1ccc(O)cc1
 : 12	1	1.2	0.3	14	5	-5	-9	-1.2
CCC(=O)N(C)CCc1cc2c(c(OC)c1/C=N/NC(=O)c1ccccc1O)OCO2
 : -7	7	0.6	-3.2	2	14	0	8	-0.4
N#Cc1ccccc1NC(=O)COC(=O)/C=C/c1cn(-c2ccccc2)nc1-c1ccc(Cl)cc1
 : -13	8	0.9	-0.9	66	0	-4	13	0.1
CCOC(=O)c1ccc(NC(=O)c2ccccc2C)cc1
 : -4	2	0.5	1.3	-35	-21	-2	-22	2.3
Cc1cccc(CCNS(=O)(=O)c2ccc(S(=O)(=O)N3CCC(C)CC3)cc2)c1
 : -1	-3	0.5	0.8	x	-9	22*	3	2.1
CN(C)S(=O)(=O)Oc1cccc(C(=O)Nc2ccccc2Cl)c1
 : 4	6	-0.4	-5.5	-17	-1	-2	-7	-0.7
COc1cc2c3c(c1)/C(=C1/SC(=S)NC1=O)C(=O)N3C(C)(C)C=C2C
 : -17	5	0.2	1.2	9	-1	3	-12	0.1
CO/N=C/CC(=O)c1ccc(-c2ccccc2)cc1
 : 5	12	0.8	1.0	-8	1	2	-7	0.2
CCOc1cccc(OCCCCN2CCCCC2)c1
 : -16	-11	0.0	1.9	-12	2	12	-16	-0.1
O=C(CNC(=S)N(Cc1ccccc1F)C1CCCCC1)NCCCN1CCOCC1
 : 5	3	1.0	1.9	3	-21	5	19	0.0
